Screens from PubChem.
RGS4-Gao reg = modulates binding of RGS4 to human Galphao | P09471 | Multiplexed bead flow cytometry; actives lie on both sides | binding response (% of control), % at 10 µM | 220,000 compounds, 0.33% hits | AID 1415; in the data active = binding response below about 49% or above about 150%; inactive = in between;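 note: fluorescent Galphao activated with aluminum fluoride binding bead-coupled RGS4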
Target sequence (P09471 whole entry, looked up): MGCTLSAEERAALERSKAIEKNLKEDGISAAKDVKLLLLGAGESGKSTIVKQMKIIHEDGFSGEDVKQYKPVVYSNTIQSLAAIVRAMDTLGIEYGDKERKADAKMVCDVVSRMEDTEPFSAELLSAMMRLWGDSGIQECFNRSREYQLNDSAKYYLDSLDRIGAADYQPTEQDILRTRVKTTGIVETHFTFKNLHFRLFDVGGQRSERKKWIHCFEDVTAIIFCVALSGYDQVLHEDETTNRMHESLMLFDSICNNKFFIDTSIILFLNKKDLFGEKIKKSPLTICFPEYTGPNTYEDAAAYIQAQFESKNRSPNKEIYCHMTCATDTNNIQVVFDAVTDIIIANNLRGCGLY
Bim-Bcl-XL = human Bim-Bcl-XL interaction inhibition | Q07817 | Bim peptide-Bcl-XL binding, bead flow cytometry, fluorescence | inhibition, % at 10 µM | 190,000 compounds, 0.04% hits | AID 1007
ABCG2 inh = blocks JC-1 efflux by human ABCG2 transporter. 190,000 compounds, 0.1% hits. inhibition, % at 6.6 µM. IgMXP3 cells, flow cytometry. AID 1325;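 active = inhibition above 80%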;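 note: 0% = DMSO and 100% = nicardipine control wells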
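material = IgMXP3 (ABCG2) plus far-red-tagged CCRF-Adr (ABCB1) cells | amount = 3 million cells/mL, equal mix of both lines | also added = JC-1 transporter substrate | dosing = one concentration, 6.6 µM final | schedule = 10 min at 25 °C | measured by = flow cytometric JC-1 green MFI at 530 nm | read-out basis = percent efflux inhibition, scaled nicardipine 100% to DMSO 0%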
RGS8-Gao = human RGS8-Galphao interaction regulation; 220,000 compounds, 0.34% hits; P09471; AID 1423; multiplexed bead flow cytometry, RGS8-Galphao binding; actives lie on both sides; response (percent of control binding), % at 10 µM; in the data active = response below about 60% or above about 140%; inactive = in between;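 note: Galphao activated as the GDP aluminium fluoride complex binding bead-coupled RGS8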
Bim-Bcl-B = inhibitors of Bim-Bcl-B interaction, human. inhibition, % at 10 µM. bead-based flow cytometry, Bim peptide-Bcl-B binding. Q9HD36. 190,000 compounds, 0.073% hits;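 note: 0% = tracer peptide without compound and 100% = reference inhibitor peptide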
Target sequence (Q9HD36 whole entry, looked up): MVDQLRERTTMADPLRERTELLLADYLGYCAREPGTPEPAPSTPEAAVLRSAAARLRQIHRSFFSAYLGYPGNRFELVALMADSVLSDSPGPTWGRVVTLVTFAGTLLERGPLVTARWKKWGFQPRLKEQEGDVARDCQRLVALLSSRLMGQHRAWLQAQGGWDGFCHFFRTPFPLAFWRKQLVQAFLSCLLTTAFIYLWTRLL
RGS7-Gao = regulators of human RGS7-Galphao interaction | P09471 | binding response (% of control), % at 10 µM | AID 1439 | Multiplexed bead flow cytometry, RGS7-Galphao binding; actives lie on both sides | 220,000 compounds, 0.35% hits; in the data active = binding response below about 49% or above about 150%; inconclusive = no clear call, values can overlap the other calls; inactive = in between;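 note: fluorescent Galphao held in activated GDP-AlF4 state binding bead-coupled RGS7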
GSH fluor = GSH bead compound fluorescence profile; GSH beads flow cytometry, compound fluorescence 488/530 nm; hits give high values; 190,000 compounds, 0.25% hits; AID 1776; fluorescence (KMESF) at 10 µM; in the data active = fluorescence above about 89;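 note: glutathione beads carrying GST-tagged Bcl family fusion proteins plus one bare bead set; values are compound well signal with DMSO vehicle wells as background; inactives centre near 16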
ABCB1 inh = human ABCB1 inhibition, ABCG2 as counter-screen; 190,000 compounds, 0.067% hits; CCRF-Adr cells, JC-1 efflux, flow cytometry; inhibition, % at 6.6 µM; in the data active = inhibition above about 40%;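 note: 0% = vehicle and 100% = reference inhibitor; higher value means more JC-1 retained so stronger ABCB1 efflux block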
Bcl-2 Bim block = inhibitors of Bim-Bcl-2 interaction, human. P10415. Bead-based flow cytometry, Bim peptide-Bcl-2 binding. inhibition, % at 10 µM. 190,000 compounds, 0.06% hits; in the data active = inhibition above about 40%; inconclusive = no clear call, values can overlap the other calls;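 note: 0% = no compound wells with probe peptide and 100% = reference peptide inhibitor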
Target sequence (P10415 whole entry, looked up): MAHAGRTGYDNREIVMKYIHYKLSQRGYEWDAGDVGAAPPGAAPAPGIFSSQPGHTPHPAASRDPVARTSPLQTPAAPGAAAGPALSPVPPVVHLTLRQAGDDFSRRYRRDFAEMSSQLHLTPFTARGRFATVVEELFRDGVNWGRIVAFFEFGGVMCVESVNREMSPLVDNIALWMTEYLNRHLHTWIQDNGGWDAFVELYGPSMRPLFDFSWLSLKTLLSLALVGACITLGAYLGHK
Bim-Bcl-W = human Bim-Bcl-W interaction inhibition; bead-based flow cytometry, Bim peptide-Bcl-W binding; 190,000 compounds, 0.02% hits; Q92843; inhibition, % at 10 µM;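 note: 0% = bound tracer without compound and 100% = peptide blocker; higher means less fluorescent Bim peptide bound to Bcl-W beads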
Target sequence (Q92843 whole entry, looked up): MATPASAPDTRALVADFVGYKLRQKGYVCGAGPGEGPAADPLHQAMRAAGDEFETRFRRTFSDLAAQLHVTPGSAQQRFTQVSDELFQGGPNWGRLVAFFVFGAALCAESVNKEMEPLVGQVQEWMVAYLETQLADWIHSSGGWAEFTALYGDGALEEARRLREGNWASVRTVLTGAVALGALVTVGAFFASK
Bim-Bfl-1 = inhibitors of Bim-Bfl-1 interaction, human; Q16548; Bead-based flow cytometry, Bim-Bfl-1 binding inhibition; inhibition, % at 10 µM; 190,000 compounds, 0.12% hits; AID 1008;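 note: 0% = wells without compound plus tracer and 100% = blocker peptide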
An asterisk follows results filed as active; u = inconclusive; x = not tested or not shown. Cut-off read from the data, not from the text of the source, unless noted: active = inhibition above about 40%. Hits appear at their usual frequency; about 1.1% have a hit in one of these screens.

The opening two compounds (preview)
SMILES	RGS4-Gao reg	Bim-Bcl-XL	ABCG2 inh	RGS8-Gao	Bim-Bcl-B	RGS7-Gao	GSH fluor	ABCB1 inh	Bcl-2 Bim block	Bim-Bcl-W	Bim-Bfl-1
Cc1ccc(OCCCN2C(=O)C(=O)c3cccc(C)c32)cc1	99	-1	3	99	2	100	29	0.4	0	1	-1
CCOC(=O)C1(CCc2ccccc2)CCN(C(=O)CN2C(=O)CSC2=O)CC1	101	-2	0	98	2	97	13	1.3	1	-4	2

This part in full (from the top)
SMILES	RGS4-Gao reg	Bim-Bcl-XL	ABCG2 inh	RGS8-Gao	Bim-Bcl-B	RGS7-Gao	GSH fluor	ABCB1 inh	Bcl-2 Bim block	Bim-Bcl-W	Bim-Bfl-1
Cc1ccc(OCCCN2C(=O)C(=O)c3cccc(C)c32)cc1	99	-1	3	99	2	100	29	0.4	0	1	-1
CCOC(=O)C1(CCc2ccccc2)CCN(C(=O)CN2C(=O)CSC2=O)CC1	101	-2	0	98	2	97	13	1.3	1	-4	2
CSc1ccc(S(=O)(=O)NCc2ccccc2)cc1	101	-2	1	99	-5	99	5	0.1	-3	0	-10
N=C1c2ccccc2CN1NC(=O)c1cccc(S(=O)(=O)N2CCCC2)c1	100	-6	0	101	-1	101	18	-0.2	1	-5	-1
O=C(Nc1cccc(-c2cnc3ccccc3n2)c1)c1ccncc1	99	-4	17	101	-7	99	22	1.2	0	-4	-1
CCOC(=O)C1CCCN(C(=O)COc2ccc(N(C)S(=O)(=O)c3ccc(F)cc3)cc2)C1 (stereo not drawn)	98	-1	3	100	-2	100	73	0.3	-2	-1	0
O=C1CC(C(=O)N2CCOCC2)C2(CCCC2)O1 (stereo not drawn)	101	-4	0	101	-8	99	19	0.1	-6	1	-11
CCc1ccc(NC(=O)Nc2cccs2)cc1	-32*	0	2	5.8*	-1	-11*	10	0.1	-1	0	0
O=C(NC(=S)Nc1ccc2c(c1)C(=O)c1ccccc1C2=O)c1ccc(F)cc1	97	-3	-2	98	-4	99	5	-0.3	0	-4	1
COc1ccc(NC(=O)c2oc3ccccc3c2NC(=O)C(C)(C)C)cc1	105	-5	42	104	-5	106	23	3.3	-7	3	-18
CCOC(=O)c1c[nH]c2c3c(ccc2c1=O)CCCC3	98	0	0	102	-1	100	23	-0.2	-6	-2	2
COc1ccc(Cn2c(-c3ccco3)nc3oc4cc(OC)ccc4c(=O)c3c2=O)cc1	100	-5	32	103	-4	101	23	2.3	-5	0	-9
O=c1[nH]ncc2c3ccccc3n(Cc3ccccc3)c12	97	-5	3	98	-1	95	19	0.5	-2	-1	-5
O=C(Nc1ccc(-c2nc3ccccc3[nH]2)cc1)c1c(F)c(F)c(F)c(F)c1F	101	-4	-2	103	-6	101	18	-0.6	0	-3	-1
CCCn1nc(C(=O)N2CCCc3ccccc32)c2ccccc2c1=O	100	-1	0	100	-2	u	18	-0.1	-3	0	2
O=C(Nc1ccc(N2CCN(C(=O)c3ccco3)CC2)cc1)c1ccco1	98	-4	-1	103	3	99	11	-0.2	-3	0	-6
CCn1c(O)c(/C=C2\C=Nc3ccccc32)sc1=O	99	-1	5	100	-4	103	19	0.6	-1	0	-7
CCOc1nnnc2c1sc1nc(N3CCOCC3)c3c(c12)CCCC3	101	0	4	104	-1	99	10	2.4	4	-1	0
CCC(=O)NCCCCNC(=O)CC	104	-12	3	101	-11	104	37	0.7	-10	-5	-19
Cc1ccc(NC(=S)N2CCN(Cc3ccccc3)CC2)cc1	101	-3	1	101	-4	100	14	-0.8	-2	-1	-2
C=CCNc1nc(Cl)ncc1F	103	-3	0	101	-7	103	12	1.1	-8	0	-3
C=CCc1cc(/C=C2/NC(=O)N(CC)C2=O)cc(OCC)c1OCc1ccc(C(=O)O)cc1	94	-8	-3	89	-8	94	17	-0.7	-4	-7	-8
Nn1c(SCC(=O)Nc2ccc3c(c2)OCCO3)nnc1-c1ccccn1	103	0	5	102	0	99	16	1.2	1	0	0
O=C(NCCc1ccccc1F)C1CCCN1S(=O)(=O)c1ccc2ccccc2c1 (stereo not drawn)	101	-2	2	102	-2	100	15	2.2	-2	-1	2
CSC1=C(C#N)C(c2ccccc2Cl)C(C(C)=O)=C(C)N1 (stereo not drawn)	97	-2	1	99	-3	101	15	0.5	-7	-2	-6
C=CCNCCOCCOc1ccc(C)cc1Br	106	-3	7	107	-7	105	10	0.3	-1	-3	-4
COc1ccc(-c2csc(NC(=O)C3CCCCN3S(=O)(=O)c3ccccc3)n2)cc1 (stereo not drawn)	95	-4	4	96	-2	96	25	2.0	-2	-4	0
Cc1ccc(NC(=O)Nc2cccs2)c(Cl)c1	101	0	9	99	-1	100	17	0.4	0	0	-1
CC(=O)c1ccc(OCCN2CCOCC2)cc1	100	-3	-2	100	-5	98	24	-0.4	-7	0	-14
CC1CCN(S(=O)(=O)N2CCC(C(=O)NCCC3=CCCCC3)CC2)CC1	101	0	13	101	-1	102	9	2.4	-1	1	-2
O=C(CCCc1c[nH]c2ccccc12)NCc1cccs1	98	0	6	98	0	94	25	0.3	-5	4	-7
c1ccc(SCCc2ccncc2)cc1	99	-1	1	99	0	102	8	0.1	-4	-2	-3
O=C1CC(NN2CCCCC2)C(=O)N1c1ccccc1 (stereo not drawn)	104	-1	1	104	0	101	14	0.2	-3	0	-4
CC(C)c1cc(Br)ccc1OCCCN1C(=O)NC(C)(C)C1=O	101	-7	24	100	-8	98	24	1.3	-13	0	-17
Brc1csc(C=Nc2ccc3c(c2)OCCOCCOCCOCCO3)c1	103	-4	4	100	-3	104	9	-0.2	0	-2	2
Cc1cc(-c2ccco2)c(C#N)c2nc3ccccc3n12	93	2	5	98	3	93	27	0.1	3	3	6
COc1ccc(/C(C)=N/NC(=S)NCc2ccco2)cc1	102	-4	12	107	-7	102	7	0.8	-2	-1	1
CC1CC(C)(C)N(C(=O)CSc2ccc(-c3ccc(F)cc3)nn2)c2ccccc21 (stereo not drawn)	100	-2	3	106	0	103	13	1.2	-3	3	1
O=S1(=O)CCN(OCc2ccc(Cl)cc2)CC1	95	0	1	99	1	100	14	0.2	1	1	7
CCN(CC)S(=O)(=O)c1cccc(C(=O)NC(C)C(c2cccs2)N2CCCC2)c1 (stereo not drawn)	107	-6	2	100	-6	u	17	0.6	-4	0	-6
COc1cc(/C=C/C(=O)c2c(O)ccc3c(C)cc(=O)oc23)ccc1O	98	3	0	99	2	96	15	0.0	5	0	10
COc1ccc(CNC(=O)CSc2nnnn2Cc2ccccc2)cc1	96	3	1	96	-9	97	41	0.2	-13	0	-13
CC(=O)Oc1cc2oc(=O)cc(C)c2cc1OC(C)=O	89	-3	2	96	-4	90	5	0.2	-4	-1	-8
COc1cc(-c2nc3ccccn3c2/N=C/c2cc(OC)c(O)cc2Cl)ccc1O	98	-5	4	97	-7	96	18	7.9	3	-2	-2
Cc1cc(C)nc(SCCn2c(N3CCOCC3)nc3c2c(=O)[nH]c(=O)n3C)n1	99	-1	2	101	-2	97	13	0.4	3	-3	4
Cn1c(=O)[nH]c(=O)c2c1ncn2CCCc1ccccc1	100	-4	0	99	-4	100	9	0.0	0	-2	-6
CO[C@H]1C=CO[C@@]2(C)Oc3c(C)c(O)c4c(O)c(c5c(c4c3C2=O)NC2(CCN(CC(C)C)CC2)N=5)=NC(=O)C(C)=CC=C[C@H](C)[C@H](O)[C@@H](C)[C@@H](O)[C@@H](C)[C@H](OC(C)=O)[C@@H]1C	99	1	4	98	-1	99	66	x	-2	-1	4
CCCn1c(O)c(CN2CCCCC2)c(C)c(C#N)c1=O	101	0	0	100	-2	96	22	0.1	3	2	4
CCOc1ccc(-c2cc(N)n(S(=O)(=O)c3ccc(OC)c(OC)c3)n2)cc1	104	-5	2	101	-9	102	28	1.8	-13	0	-12
COc1ccc(CNc2ccc(S(N)(=O)=O)cc2)c(OC)c1OC	93	-9	-2	90	-6	94	30	-3.5	0	-5	-3
COC(=O)C1=NN[C@H](C(=O)OC(C)(C)C)[C@H]1c1ccccc1	98	-5	2	99	-4	95	24	0.0	-2	-9	-2
COc1ccc(N2C(=O)CC(N3CCC(O)(c4ccc(Br)cc4)CC3)C2=O)cc1 (stereo not drawn)	109	0	0	104	0	101	20	0.0	-1	1	0
COc1ccc(-n2c(SC(C)C(=O)Nc3ncc(Cl)cc3Cl)nc3ccccc32)cc1 (stereo not drawn)	94	29	24	93	18	99	12	8.2	11	20	19
CCOC(=O)c1c(NC(=O)COC(=O)Cn2cnc3ccccc32)sc2c1CCC(C)C2 (stereo not drawn)	100	-3	x	94	-5	99	11	0.6	-4	-3	0
Cc1ccc2cc(C#N)c(NCCNC(=O)C3CCC3)nc2c1C	96	3	13	98	1	100	32	0.3	1	0	-1
Cc1ccc2c(c1)sc[n+]2Cc1ccccc1	101	-3	3	83	-10	105	13	1.0	-2	0	0
CSc1nc2ccc(Br)cc2[nH]1	102	0	8	101	-1	97	23	1.2	-1	0	-4
COC(=O)C(CCSC)NC(=O)/C=C/c1ccc(OC)cc1 (stereo not drawn)	103	-2	5	102	-1	u	11	0.7	-3	1	-5
CCOC(=O)N1CCN(C(=O)c2cc3sccc3n2C)CC1	97	-5	5	99	-8	99	17	0.7	-10	0	-10
COC(=O)CC(=O)Cc1nc(N)nc(Nc2ccc(C)c(C)c2)n1	99	-4	1	99	-2	96	24	0.1	-2	3	-5
Remaining list, next part:
SMILES	RGS4-Gao reg	Bim-Bcl-XL	ABCG2 inh	RGS8-Gao	Bim-Bcl-B	RGS7-Gao	GSH fluor	ABCB1 inh	Bcl-2 Bim block	Bim-Bcl-W	Bim-Bfl-1
Cc1c(NC(=O)CCc2ccccc2)cccc1[N+](=O)[O-]	106	0	2	102	0	103	11	0.2	0	0	-1
CCc1cccc(NC(=O)CSc2nc3c(c(=O)[nH]2)CCCC3)c1	104	-4	1	102	0	104	23	0.2	3	0	-1
Clc1ccccc1-c1nnc2sc(-c3ccco3)nn12	104	-2	25	103	-9	104	14	0.8	-12	1	-10
CCC(C)(C)n1nnnc1C(c1cc2cc3c(cc2[nH]c1=O)OCO3)N1CCN(C)CC1 (stereo not drawn)	96	1	2	101	1	95	28	0.3	0	2	-2
O=C(c1cc2ccccn2n1)N1CCN(c2cccc(C(F)(F)F)c2)CC1	98	-2	0	98	-9	97	16	0.0	-7	-2	-11
CCOC(=O)C1(Cc2cccc(OC)c2)CCN(Cc2cccc(OCC)c2O)CC1	106	0	1	111	1	102	27	2.3	-2	3	2
CCCCn1c(-c2ccccc2)nnc1-c1ccccc1	100	-10	2	106	-3	107	64	0.7	-4	0	-4
O=C(c1ccccc1)c1nc[nH]c1C(=O)Nc1ccccc1	119	8	4	136	3	111	30	0.7	5	3	6

5 compounds from above, showing only Bim-Bcl-XL.
SMILES | Bim-Bcl-XL
CCc1cccc(NC(=O)CSc2nc3c(c(=O)[nH]2)CCCC3)c1 | -4
Clc1ccccc1-c1nnc2sc(-c3ccco3)nn12 | -2
CCC(C)(C)n1nnnc1C(c1cc2cc3c(cc2[nH]c1=O)OCO3)N1CCN(C)CC1 (stereo not drawn) | 1
O=C(c1cc2ccccn2n1)N1CCN(c2cccc(C(F)(F)F)c2)CC1 | -2
CCOC(=O)C1(Cc2cccc(OC)c2)CCN(Cc2cccc(OCC)c2O)CC1 | 0
